High-throughput results: PubChem, several laboratories
Yfh1-off respiration: enhancers of respiration in Yfh1-depleted yeast, dose response, Friedreich's ataxia, plus single-dose screen (AID 1465) | S. cerevisiae Yfh1-off respiration, WST-1 reduction, 72 h; higher fold induction means a stronger effect | fold induction at 50 µM; hits with a dose series show EC50 in µM | actives 0.074% (n = 220,000);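 active = fold induction of absorbance versus untreated yeast above a set limit, then at least 30% activation at any dose in follow-up; inconclusive = repeats straddling the limit, or above it without dose testing; inactive = fold induction below the set limit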;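 note: activators that raise dye reduction in frataxin-depleted yeast; strong numbers were not always called active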
TNAP activation fold: stimulation of alkaline phosphatase TNAP activity – biochemical, luminescent, no phosphate acceptor, uHTS, primary screen (AID 1001). purified TNAP, luminescent activation assay, no phosphate acceptor; higher activation fold means a stronger effect. actives 0.03% (n = 200,000). activation fold at 20 µM, or EC50 in µM where a hit was titrated; in the data active = activation fold from about 3, or a potency from the dose series; inactive = the rest, 99 in 100 with activation fold below about 1.6; note: many of its hits are not listed in these tables
WT yeast gro inh: growth inhibition of WT yeast, mitochondrial fusion screen; inhibition, % at 10 µM; actives 2.1% (n = 190,000); AID 1362; mitochondrial fusion phenotypic screen, WT strain; in the data active = inhibition above about 58%; tested in S. cerevisiae
LYP phosphatase: inhibitors of LYP phosphatase, biochemical, fluorescence intensity, uHTS (AID 1779). recombinant LYP phosphatase, fluorescence intensity; higher % means a stronger effect. inhibition, % at 11.5 µM; hits with a dose series show IC50 in µM. actives 0.054% (n = 290,000);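 note: plate controls were vehicle with enzyme for no effect and no enzyme for full effect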
human PMI inhibitors: human PMI inhibitors, high substrate, primary screen, biochemical, fluorescence intensity, high mannose 6-phosphate (AID 1220). recombinant PMI enzyme, coupled fluorescence intensity; higher % means a stronger effect. one-dose inhibition, % at 20 µM; IC50 in µM for titrated hits. actives 0.66% (n = 190,000)
XIAP antagonists: small molecules displacing peptide from XIAP – biochemical, IAP family, fluorescence polarization (AID 1018) | XIAP BIR domain, fluorescence polarization peptide displacement; higher % means a stronger effect | one-dose displacement, % at 20 µM; IC50 in µM for titrated hits | actives 0.007% (n = 200,000); in the data active = displacement above about 50%; note: a part of the inactive calls stands beside numbers as strong as those of hits
M1AAP inhibition: malaria alanyl aminopeptidase activity blockers – biochemical, fluorogenic H-Leu-NHMec substrate, 1536-well (AID 1445). recombinant M1AAP, H-Leu-NHMec fluorogenic kinetic assay; higher % means a stronger effect. inhibition, % at 30 µM, or IC50 in µM where a hit was titrated. actives 0.42% (n = 220,000);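 active = primary inhibition above the hit cutoff, then over 50% inhibition at one or more dose response concentrations, cut at about 23% in these data, passing the limit was not always enough; inconclusive = conflicting primary data, or primary hits not chosen for dose response; inactive = low primary inhibition, or under 50% at every dose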;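 note: plate controls were DMSO full reaction for no effect and no enzyme background for full effect; strong numbers were not always called active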
PMI inhibitors: inhibitors of human PMI, primary screen, biochemical, fluorescence intensity, coupled assay (AID 1209); inhibition, % at 20 µM; hits with a dose series show IC50 in µM; actives 0.42% (n = 190,000); purified PMI enzyme, coupled fluorescence intensity; higher % means a stronger effect;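 note: plate controls were DMSO vehicle for no effect and wells lacking substrate for full effect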
P. falciparum M17LAP: P. falciparum M17LAP inhibitors, primary screen, biochemical, fluorogenic H-Leu-NHMec substrate, 1536-well (AID 1619). actives 0.38% (n = 220,000). recombinant M17LAP, H-Leu-NHMec fluorogenic kinetic assay; higher % means a stronger effect. inhibition, % at 30 µM; hits with a dose series show IC50 in µM;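 active = compound inhibiting the enzyme by more than half at any dose during confirmatory dose-response retesting; inconclusive = strong single-dose inhibitors picked by rank but not retested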;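 note: plate controls were full reaction with DMSO carrier for no effect and no enzyme background for full effect; strong numbers were not always called active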
WT yeast gro inh mutant strain: also measured in WT yeast gro inh; calls as there; inhibition, %; mitochondrial fusion phenotypic screen, mutant strain inhibition
The depositor's hits bear a star; i = inactive; ? = inconclusive; · = not tested or not shown. Cut-off read from the data, not from the text of the source, unless noted: active = inhibition above about 50%; inactive = the rest.

item	SMILES	Yfh1-off respiration	TNAP activation fold	WT yeast gro inh	WT yeast gro inh mutant strain	LYP phosphatase	human PMI inhibitors	XIAP antagonists	M1AAP inhibition	PMI inhibitors	P. falciparum M17LAP
1	ClCC1CN(Cc2ccccc2Cl)CCO1 (stereo not given)	i	1.2	1.2	5.3	-3.7%	-9.9%	-0.1%	11.1%	-13.1%	6.4%
2	COc1ccc(Nc2ncnc3scc(-c4ccc(OC)cc4)c23)cc1	i	1.1	72.4*	42.9*	8.6%	22.3%	-14.4%	5.0%	18.8%	3.8%
3	O=C(NCCSc1ccccc1)c1cccnc1	i	1.1	4.8	7.9	-9.9%	14.4%	-9.3%	0.5%	7.9%	-2.9%
4	O=C(c1cccc(Cl)c1)c1nn(-c2ccccc2)c(=O)cc1C(F)(F)F	i	1.1	55.0	48.0	-3.7%	10.8%	-1.1%	-0.7%	5.7%	-2.3%
5	COc1ccc(CCNC(=O)CCn2c(SCC#N)nc3ccccc3c2=O)cc1OC	i	0.9	-6.8	0.4	-10.5%	-7.7%	-0.4%	-2.3%	-14.7%	4.5%
6	NC(=O)CSc1nnc(-c2cnccn2)n1Cc1ccco1	i	·	·	·	-2.8%	·	·	-0.7%	·	3.1%
7	COc1ccc(Cl)cc1N(C(C)C(=O)O)S(C)(=O)=O (stereo not given)	i	1.1	1.4	6.1	-2.9%	15.4%	-2.0%	-0.1%	9.4%	-0.1%
8	COc1ccc(/C(C)=N\Nc2nc(-c3ccc(Cl)cc3)cc(C(F)(F)F)n2)cc1OC	i	1.1	14.5	0.8	-2.3%	-0.1%	-12.7%	-2.1%	13.3%	-4.4%
9	CC1=C(CC(=O)O)c2cc(F)ccc2/C1=C\c1ccc(S(C)=O)cc1 (stereo not given)	i	·	·	·	6.2%	·	·	1.3%	·	-8.9%
10	CN(c1ccccc1C(=O)NCC1CCCO1)S(C)(=O)=O (stereo not given)	i	1.1	7.0	-1.7	-6.0%	13.5%	-8.7%	13.2%	12.1%	2.8%
11	Cc1ccc(C(=O)Nc2ccc3nc(C)sc3c2)s1	i	1.1	·	·	-3.2%	-3.1%	-0.6%	3.9%	3.3%	8.3%
12	CCOC(=O)c1c(-c2cccs2)csc1NC(=O)c1ccncc1	i	1.1	-4.4	-15.3	-7.3%	13.1%	-3.9%	-1.2%	7.7%	-3.1%
13	COc1ccc(C2C=C(c3ccc(C)c(C)c3)Nc3ncnn32)c(OC)c1OC (stereo not given)	i	1.1	14.7	2.3	-7.5%	-12.9%	2.2%	4.7%	-22.0%	-99.1%
14	Cc1ccc(N2CC(C(=O)NCCc3ccc(S(N)(=O)=O)cc3)CC2=O)cc1 (stereo not given)	i	1.1	13.8	5.1	-7.1%	1.8%	0.1%	0.6%	5.4%	-5.2%
15	COc1nc(C)nc2c1sc(=S)n2C	i	1.1	·	·	-5.3%	2.0%	-4.5%	2.7%	6.7%	-4.6%
16	CCN(CC)S(=O)(=O)c1cccc(C(=O)NCCCN2CCOCC2)c1	i	1.1	-13.3	0.1	-2.6%	-0.4%	-4.0%	2.6%	-1.9%	0.2%
17	CCOC(=O)N1CCN(C(=O)CN(c2ccccc2)S(C)(=O)=O)CC1	i	1	-5.3	1.2	-6.4%	11.7%	-4.3%	5.2%	5.8%	-5.7%
18	CC(C)c1onc(C(=O)Nc2sc3c(c2C#N)CCC3)c1[N+](=O)[O-]	i	1	-5.2	-2.7	-4.5%	9.3%	-7.3%	?	0.8%	8.6%
19	Cc1ccc(-n2c(SCC(=O)N3CCOCC3)nnc2-c2ccncc2)cc1C	i	·	·	·	-3.0%	·	·	0.9%	·	-4.4%
20	Cc1c(C)n(C(=O)CN2CCN(c3ccccn3)CC2)c2ccccc12	i	1.1	7.5	24.3	5.2%	9.3%	-1.9%	5.1%	7.5%	7.9%
21	Cc1[nH]n(-c2ccccc2)c(=O)c1/C=N/Nc1nncc(-c2ccccc2)n1	i	1	-3.7	-16.2	12.0%	-5.8%	0.9%	-4.4%	7.5%	28.8%
22	COc1ccc(CN2C3CCCC2CC(NC(=O)Nc2cccc(C)c2)C3)cc1 (stereo not given)	i	2.5	0.8	-8.1	-6.1%	8.5%	-9.7%	4.0%	1.2%	7.7%
23	CCCc1cc(=O)[nH]c(SCc2cccc(C)c2)n1	i	1.1	-6.1	-15.0	-9.8%	-2.0%	-5.9%	8.1%	2.3%	3.6%
24	Nc1ccccc1Oc1ccc2ccccc2c1	i	1	-5.0	20.5	-4.2%	9.5%	-13.4%	0.6%	9.7%	-5.4%
25	Cc1[nH]c2c(C)cccc2c(=O)c1Br	i	1.2	-7.4	-56.0	-0.9%	8.0%	-3.9%	4.4%	11.3%	-5.6%
26	COc1cc(NC(=O)COn2nnc3ccc(S(C)(=O)=O)cc32)cc(OC)c1	i	1.1	20.1	12.8	0.3%	-4.1%	-3.7%	-5.4%	-1.1%	7.5%
27	O=C(COc1cccc(F)c1)N1c2ccccc2Sc2ccccc21	i	1.1	52.1	-3.3	2.3%	10.7%	0.2%	2.5%	2.6%	8.8%
28	Cc1cc(C)c2cc(CN(CCN3CCCC3)C(=O)Nc3ccc(F)cc3)c(=O)[nH]c2c1	i	1	12.1	-0.9	-4.6%	5.3%	-27.1%	7.0%	2.8%	8.8%
29	COc1ccc(CN(CC(=O)NC2CCCC2)C(=O)c2ccc(-c3ccccc3)[nH]2)cc1	i	1.2	47.7	17.0	3.6%	20.3%	-9.3%	10.3%	15.4%	-16.3%
30	COc1ccc(OC)c(S(=O)(=O)Nc2ccc(C(N)=O)cc2)c1	i	1.1	-3.8	23.4	-7.3%	6.5%	-7.1%	3.2%	7.5%	-3.7%
31	O=c1[nH][nH]c(C(F)(F)F)c1C=NCc1ccccc1Cl	i	1	-12.7	-75.1	-6.6%	-2.2%	-1.8%	4.6%	3.7%	16.9%
32	COC(=O)c1ccc(OC(=O)C2CC(=O)N(c3ccc(C)cc3C)C2)cc1 (stereo not given)	i	1.1	14.1	15.5	-7.4%	10.6%	-1.6%	5.2%	10.6%	-5.2%
33	O=C(CSc1nnc(-c2cccs2)n1-c1ccccc1)NCc1ccco1	i	1.1	-2.9	-9.2	-7.5%	6.8%	2.8%	0.8%	12.4%	12.7%
34	Cc1oc(-c2ccccc2)cc1C(=O)NCc1ccncc1	i	·	·	·	-7.8%	·	·	-0.8%	·	-1.9%
35	Cc1cccc(C(=O)Nc2nnc(-c3ccc(C(C)(C)C)cc3)s2)c1	i	1	-6.8	-15.4	-0.3%	3.4%	-4.7%	-3.6%	7.8%	0.3%
36	O=C(N/N=C/c1ccc(N2CCOCC2)o1)c1cccc(C(F)(F)F)c1	i	1.3	-6.5	1.5	1.6%	9.0%	-3.7%	-2.6%	-5.7%	6.2%

Only human PMI inhibitors, M1AAP inhibition and WT yeast gro inh mutant strain, for some of the entries so far:
#	SMILES	human PMI inhibitors	M1AAP inhibition	WT yeast gro inh mutant strain
31	O=c1[nH][nH]c(C(F)(F)F)c1C=NCc1ccccc1Cl	-2.2%	4.6%	-75.1
29	COc1ccc(CN(CC(=O)NC2CCCC2)C(=O)c2ccc(-c3ccccc3)[nH]2)cc1	20.3%	10.3%	17.0
33	O=C(CSc1nnc(-c2cccs2)n1-c1ccccc1)NCc1ccco1	6.8%	0.8%	-9.2
27	O=C(COc1cccc(F)c1)N1c2ccccc2Sc2ccccc21	10.7%	2.5%	-3.3

Following part.
item	SMILES	Yfh1-off respiration	TNAP activation fold	WT yeast gro inh	WT yeast gro inh mutant strain	LYP phosphatase	human PMI inhibitors	XIAP antagonists	M1AAP inhibition	PMI inhibitors	P. falciparum M17LAP
37	COc1ccc(CCNC(=O)c2cc3c(=O)n(C)c4ccccc4c3n2C)c(OC)c1	i	·	·	·	3.6%	·	·	-1.5%	·	9.8%
38	O=C(Nc1cccc(O)c1)c1ccc(C(F)(F)F)cc1	i	1.1	18.4	1.4	-6.3%	26.9%	-7.0%	-4.3%	18.2%	-9.5%
39	Cc1cc(C)nc(NS(=O)(=O)c2ccc(NC(=O)Cc3ccccc3)cc2)n1	i	1.1	-11.2	4.2	-6.2%	-11.1%	-8.1%	-9.1%	-18.1%	3.7%
40	CNC(=O)Nc1ccc(C2SCCS2)cc1	i	·	·	·	-0.1%	·	·	-0.5%	·	-2.9%
41	Cc1cccc(C(=O)N2CCCCCC2)c1	i	1.3	-36.2	-10.0	-5.2%	-0.2%	-0.2%	-3.3%	-4.2%	-3.7%
42	COc1cc2c(cc1OC)C(c1cccc(C)c1)CC(=O)N2 (stereo not given)	i	1.1	6.0	-3.1	-7.6%	5.1%	-10.8%	-1.9%	4.4%	-9.2%
43	Cc1cc(C(=O)N/N=C/c2cccnc2)cs1	i	1	-2.5	-13.4	-9.1%	-14.0%	-2.0%	-1.9%	-11.6%	12.0%
44	O=C(CN1CCN(C(=O)c2ccco2)CC1)Nc1c2c(nc3c1CCC3)CCCC2	i	1.1	-22.8	5.9	-6.5%	-8.8%	-1.1%	3.7%	11.3%	-1.3%
45	O=S(=O)(NCCCN1CCOCC1)c1ccc2c(c1)OCCO2	i	1.1	-4.7	-17.3	-0.6%	6.7%	-13.5%	-4.8%	-1.3%	-5.8%
46	O=C1NCCN(Cc2cccc(Oc3ccccc3)c2)C1CC(=O)N1CCCO1 (stereo not given)	i	1.1	-7.9	9.3	-10.6%	26.4%	-4.1%	-1.1%	6.6%	-3.8%
47	OC(CSc1ccccc1Cl)CN1CCN(c2ccc(F)cc2)CC1 (stereo not given)	i	1.1	27.8	50.8	-9.0%	14.8%	-1.0%	5.1%	12.4%	3.6%
48	CN1c2ccccc2Oc2c(c(=O)n(C)c(=O)n2C)C1c1cccc([N+](=O)[O-])c1 (stereo not given)	i	1.1	5.0	6.4	-8.0%	2.0%	0.7%	22.0%	2.3%	6.1%
49	C=CCn1c(CNc2ccccc2)nnc1SCC(=O)N/N=C/c1ccccc1O	i	1.2	-0.9	11.9	3.7%	-6.0%	-5.6%	30.8%	-9.6%	13.6%
50	CCN1CCN(CCCNC(=O)c2cn(CCOC)c(=O)c3c2c2ccccc2n3C)CC1	i	1.1	-14.2	-19.3	-2.5%	8.2%	-1.7%	17.7%	13.5%	-4.2%
51	Cc1ccc(C(=O)NNC(=O)CCCN2C(=O)/C(=C/c3ccccc3Cl)SC2=S)cc1	i	1.4	-4.4	8.3	12.1%	-2.3%	-10.3%	-0.1%	5.4%	6.3%
52	O=C(C[n+]1cccc2ccccc21)c1ccc(NC(=O)c2ccccc2)cc1	i	1.1	17.2	-0.8	-1.4%	-12.2%	5.8%	1.3%	-29.1%	6.5%
53	COc1ccc(-n2c(=O)[nH]cc(C(=O)N3CCCc4ccccc43)c2=O)cc1	i	1	·	·	1.5%	9.6%	-5.8%	-3.4%	6.4%	-7.4%
54	Cc1ncc(CO)c(/C=N/NC(=O)c2cc(Br)ccc2O)c1O	i	0.4	8.9	-16.1	-0.8%	-6.9%	-3.1%	20.1%	9.3%	29.2%
